Source: PubChem (several laboratories)
MazF activator: activators of E. coli MazEF toxin-antitoxin RNase, primary screen, biochemical, fluorescence, uHTS. Endoribonuclease toxin MazF (Escherichia coli (strain K12)), P0AE70. activation, % at 20 µM. AID 504720, 2011. FAM/BHQ RNA-DNA oligo cleavage fluorescence, 5 h. 350,000 compounds, 0.32% hits; in the data active = activation above about 50%
Target sequence (P0AE70 whole entry, looked up): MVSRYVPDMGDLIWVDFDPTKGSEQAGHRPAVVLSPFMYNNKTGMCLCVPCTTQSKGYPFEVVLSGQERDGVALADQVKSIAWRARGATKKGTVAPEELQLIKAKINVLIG
DUSP3 inh: VHR1 phosphatase inhibitors, primary screen, biochemical, absorbance, uHTS; Dual specificity protein phosphatase 3 (Homo sapiens), P51452; recombinant VHR phosphatase, pNPP absorbance; inhibition, % at 13.3 µM; 290,000 compounds, 0.52% hits; AID 1654, 2009; in the data active = inhibition above about 50%; also: some compounds called inactive have numbers as strong as hits
Target sequence (P51452 whole entry, looked up): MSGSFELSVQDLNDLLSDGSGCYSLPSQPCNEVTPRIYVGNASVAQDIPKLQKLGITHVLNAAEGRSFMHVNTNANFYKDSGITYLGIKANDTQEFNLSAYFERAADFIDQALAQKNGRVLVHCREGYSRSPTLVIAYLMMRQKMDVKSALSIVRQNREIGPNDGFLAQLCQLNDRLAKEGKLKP
3CLpro inhibitor: SARS-CoV 3CLpro protease inhibitors, primary screen, biochemical, quenched FRET | Replicase polyprotein 1ab (Severe acute respiratory syndrome coronavirus), P0C6X7 | recombinant SARS-CoV 3CLpro, quenched FRET peptide cleavage | inhibition, % at 6 µM | 290,000 compounds, 0.14% hits; in the data active = inhibition above about 12%
UGM FP inh: M. tuberculosis UGM enzyme inhibitors, primary screen, biochemical, fluorescence polarization, single point; 320,000 compounds, 0.06% hits; purified UGM, fluorescence polarization probe displacement; UDP-galactopyranose mutase (Mycobacterium tuberculosis (strain ATCC 25618 / H37Rv)), …; inhibition, % at 10 µM; in the data active = inhibition above about 10%, passing the limit was not always enough
Rv3671c protease: Rv3671c serine protease inhibitors, primary screen, biochemical, fluorescence polarization, M. tuberculosis H37Rv; AID 2606, 2010; inhibition, % at 5.96 µM; 320,000 compounds, 0.048% hits; P9WHR9; in the data active = inhibition above about 38%;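 also: extracellular domain of Rv3671c used as enzyme; 0% = enzyme with DMSO and 100% = no enzyme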
Target sequence (P9WHR9 whole entry, looked up, the tested form may be a part): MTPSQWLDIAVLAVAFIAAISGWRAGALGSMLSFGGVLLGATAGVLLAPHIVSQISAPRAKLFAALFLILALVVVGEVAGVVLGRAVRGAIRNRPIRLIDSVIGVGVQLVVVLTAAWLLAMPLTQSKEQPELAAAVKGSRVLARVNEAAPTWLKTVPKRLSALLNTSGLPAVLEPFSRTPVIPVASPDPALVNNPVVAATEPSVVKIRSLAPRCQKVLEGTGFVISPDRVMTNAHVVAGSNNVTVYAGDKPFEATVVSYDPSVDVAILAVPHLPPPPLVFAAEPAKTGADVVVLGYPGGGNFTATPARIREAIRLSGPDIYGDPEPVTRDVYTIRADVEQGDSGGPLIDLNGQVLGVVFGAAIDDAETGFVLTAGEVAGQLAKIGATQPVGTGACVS
Mtb FBA inh: Mtb FBA enzyme inhibitors, primary screen, biochemical, fluorescence, strain H37Rv | purified M. tuberculosis FBA, fluorescence read-out | inhibition, % at 1 µM | 360,000 compounds, 2.3% hits | AID 588726, 2011; in the data active = inhibition above about 27%;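 also: 0% = vehicle and 100% = reference inhibitor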
Target sequence (P9WQA3 whole entry, looked up): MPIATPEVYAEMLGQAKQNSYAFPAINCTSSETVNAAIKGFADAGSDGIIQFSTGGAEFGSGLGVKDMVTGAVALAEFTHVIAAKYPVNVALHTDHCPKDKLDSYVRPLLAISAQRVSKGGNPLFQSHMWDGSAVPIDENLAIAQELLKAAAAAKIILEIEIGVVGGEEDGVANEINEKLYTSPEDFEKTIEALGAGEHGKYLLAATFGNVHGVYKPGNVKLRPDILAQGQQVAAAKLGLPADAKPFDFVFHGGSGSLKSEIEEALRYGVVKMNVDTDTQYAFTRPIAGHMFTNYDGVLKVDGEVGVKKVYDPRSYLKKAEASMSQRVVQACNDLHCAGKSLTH
GDH-TPI counter: GDH-TPI coupling enzyme inhibitors, primary screen, artefact control for M. tuberculosis FBA inhibitor project, biochemical, absorbance, full deck; inhibition, % at 4.8 µM; 360,000 compounds, 1.2% hits; AID 588335, 2011; GDH-TPI coupled enzyme counterscreen, NADH absorbance; in the data active = inhibition above about 30%;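 also: 0% = DMSO wells and 100% = wells lacking the enzyme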
Mtb BioA inh: M. tuberculosis BioA enzyme inhibitors, primary screen, biochemical, plate reader, single point, HTS; 7,8-diaminopelargonic acid synthase BioA (Mycobacterium tuberculosis); purified M. tuberculosis BioA enzyme; inhibition, % at 9.99 µM; 360,000 compounds, 0.096% hits; AID 602481, 2012; in the data active = inhibition above about 40%
Vc quorum ag: inducers of Vibrio cholerae quorum light production without autoinducers, primary screen, BH1578 luxS cqsA deficient, single point; activation, % at 18.7 µM; AID 588436, 2011; 350,000 compounds, 0.16% hits; V. cholerae BH1578 lux reporter, luminescence, 6 h; in the data active = activation mostly above about 9.7%, no sharp cut-off; also: not every result past the cut was called active; inactives centre near 0; reference of the scale not given here
PriA SSB inh: inhibitors of Klebsiella pneumoniae PriA binding to SSB C-terminal tail, primary screen, biochemical, AlphaScreen | PriA–SSB C-terminal tail interaction (Klebsiella pneumoniae) | AlphaScreen SSBct-PriA binding, biotinylated peptide | inhibition, % at 33 µM | 430,000 compounds, 0.6% hits; in the data active = inhibition mostly above about 37%, no sharp cut-off; inactive = mostly below about 20%;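 also: plate controls were negative control peptide for no effect and reference peptide for full effect; strong numbers were not always called active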
* = called active by the depositor; i = inactive; x = no result given. This is a subset; rates above refer to the full screens.

SMILES | MazF activator | DUSP3 inh | 3CLpro inhibitor | UGM FP inh | Rv3671c protease | Mtb FBA inh | GDH-TPI counter | Mtb BioA inh | Vc quorum ag | PriA SSB inh
CC(C)c1ccc(/C=N/Nc2ccc(C(=O)O)cc2)cc1 | 3 | -13 | 4 | 3.8 | 3 | -1 | 31* | x | 1.6 | x
C/C=C\C(=O)Nc1cccc(C2=NOC3(C2)C[C@@H](C(N)=O)N(C(=O)C2(C)CC2)C3)c1 (some centres undefined) | 4 | 0 | x | 2.5 | -1 | 3 | -4 | 0.5 | -0.6 | 6
Cc1cc(C)c(S(=O)(=O)N/N=C/c2ccc3c(c2)OCO3)c(C)c1 | 6 | 27 | 5 | -2.0 | x | 0 | 9 | -0.7 | -0.3 | x
COc1cc(NC(=O)COC(C)=O)cc(OC)c1OC | 1 | 1 | 7 | 0.0 | 11 | 2 | 6 | 3.5 | -2.3 | -5
N#Cc1ccc(COC(=O)c2ccc3c(c2)OCO3)cc1 | -2 | 10 | 1 | 0.2 | 0 | 1 | 5 | 0.3 | i | -29
CN1CCN(S(=O)(=O)c2ccc(NC(=S)NC(=O)c3ccccc3)cc2)CC1 | -3 | -12 | 5 | 0.4 | -6 | 6 | 4 | -0.3 | 0.5 | -4
Cc1csc2ncc(C(=O)NCc3ccccn3)c(=O)n12 | 1 | 22 | 1 | 0.1 | -3 | 65* | 36* | 1.6 | -0.2 | -21
O=C(CNC(=O)C1CCCCC1)OCn1nnc2ccccc2c1=O | 0 | 6 | 5 | 3.3 | -3 | 0 | 6 | x | i | -11
Cc1[nH]nc(N2CCCCC2)c1[N+](=O)[O-] | 4 | -2 | -7 | 0.5 | 4 | 3 | 6 | 0.8 | -0.4 | -2
O=C(CCC(=O)Nc1ccc(Cl)cc1)N/N=C/c1ccc2c(c1)OCO2 | -4 | 35 | -6 | 0.8 | -10 | -1 | 24 | -2.2 | i | x
CCCn1nc(NC(=O)c2cccs2)c2cc3cc(OC)ccc3nc21 | 1 | 10 | 6 | 2.6 | -21 | 7 | 8 | -2.1 | i | -67
C/C(CC(=O)NC1CCCCC1)=N\NC(=O)c1ccccc1C | 3 | -19 | 0 | 7.6 | -22 | -1 | 6 | 0.4 | -1.2 | x
CC(=O)NC(C1C(=O)CC(C)(C)CC1=O)(C(F)(F)F)C(F)(F)F | -1 | 8 | -4 | -2.0 | -17 | -2 | 1 | 0.4 | -7.1 | -8
O=C1N(Cc2cccc(Cl)c2)C[C@@H]2C[C@@H](c3ccsc3)N3CCC[C@@]123 | -5 | 17 | 4 | 0.0 | -4 | -2 | 6 | x | i | 16
Cc1cnc(C(=O)OCC(=O)Nc2ccc3c(c2)OCCO3)cn1 | -6 | x | x | 1.1 | 4 | 4 | 3 | -1.4 | i | -2
Cc1ccc2nsnc2c1NC(=O)CCc1ccccc1 | -4 | -10 | 6 | 2.8 | 1 | -2 | 4 | x | -0.1 | -9
CCOc1ccc(S(=O)(=O)N2CCC(C(=O)NC3CC3)CC2)cc1Cl | 5 | 36 | 0 | -1.1 | -2 | -5 | -5 | -0.4 | -0.2 | 1
O=C(c1ccccc1F)N(NC(=O)C(O)(c1ccccc1)c1ccccc1)c1ccccc1 | 4 | 13 | 6 | -0.6 | -4 | 1 | 3 | x | -0.3 | -11
CCOc1ccccc1N1CC(C(=O)N2CCN(Cc3ccc(C#N)cc3)CC2)CC1=O (centres undefined) | 2 | x | x | 2.3 | -8 | 4 | 0 | 0.0 | 1.1 | 3
Cc1ccc(S(=O)(=O)N2CCN(C(=O)CCOc3ccccc3C)CC2)cc1C | -1 | x | x | x | x | 0 | 10 | 1.4 | -0.7 | -9
Cc1cc(C(=O)Nc2ccccc2Cc2ccccc2)no1 | 0 | 34 | 0 | 2.4 | 1 | -2 | 1 | 1.3 | -1.2 | -14
COc1cc(/C=C(/NC(C)=O)C(=O)O)cc(Cl)c1OCc1ccc(Br)cc1 | -1 | 0 | 8 | 2.2 | -8 | 2 | 10 | x | -0.4 | -19
O=C(NCc1cccs1)c1cnc(Cl)c(Cl)c1 | -6 | 18 | 4 | -1.6 | 3 | -4 | 7 | x | -0.7 | -5
O=C(Nc1ccccc1N1CCCCC1)C1CCN(S(=O)(=O)c2cccc(C(F)(F)F)c2)CC1 | -4 | x | x | -1.9 | -10 | -2 | 0 | 0.2 | i | -8
O=C(Cn1ncc(Cl)c(Cl)c1=O)NC1CCCCC1 | -3 | x | x | -0.2 | -4 | -2 | 0 | -1.1 | -1.4 | 5
O=C1CN(C(=O)COC(=O)c2ccc(C(F)(F)F)cc2)c2ccccc2N1 | 1 | x | x | 1.5 | 4 | -1 | 4 | -1.0 | -0.4 | -5
C/C(Cl)=C\C[N+](C)(C)CC(=O)OCCc1ccccc1 | 5 | 20 | -3 | -4.0 | 0 | 1 | 0 | -0.6 | 0.7 | -8
CN1OC[C@@H]2CN(C(=O)C(C)(C)C)[C@H](c3ccc(-c4cc5ccccc5o4)cc3)C[C@@H]21 | 1 | x | x | x | x | 1 | 1 | -3.0 | -0.2 | x
COc1ccc(CN(C)C(=O)CCNS(=O)(=O)c2ccccc2)c(OC)c1 | 2 | x | x | x | x | 2 | 2 | -0.1 | -0.5 | x
Nc1ccc(C2(c3ccc(N)cc3)c3ccccc3C(=O)c3ccccc32)cc1 | 2 | x | x | 2.2 | -2 | 2 | -3 | x | -0.9 | -7

2 successive records already listed:
SMILES | MazF activator | DUSP3 inh | 3CLpro inhibitor | UGM FP inh | Rv3671c protease | Mtb FBA inh | GDH-TPI counter | Mtb BioA inh | Vc quorum ag | PriA SSB inh
CC(C)c1ccc(/C=N/Nc2ccc(C(=O)O)cc2)cc1 | 3 | -13 | 4 | 3.8 | 3 | -1 | 31* | x | 1.6 | x
C/C=C\C(=O)Nc1cccc(C2=NOC3(C2)C[C@@H](C(N)=O)N(C(=O)C2(C)CC2)C3)c1 (some centres undefined) | 4 | 0 | x | 2.5 | -1 | 3 | -4 | 0.5 | -0.6 | 6

Continuation:
SMILES | MazF activator | DUSP3 inh | 3CLpro inhibitor | UGM FP inh | Rv3671c protease | Mtb FBA inh | GDH-TPI counter | Mtb BioA inh | Vc quorum ag | PriA SSB inh
O=C(NNC(=O)c1cc(-c2ccccc2Cl)nc2ccccc12)c1csc(N2CCOCC2)n1 | 3 | x | x | 3.3 | 2 | 1 | 7 | x | i | 8
CC(C)CC(=O)C1CCCN(C(=O)c2ccc3oc(Cc4ccccc4)nc3c2)C1 (centres undefined) | 0 | 11 | 0 | -1.9 | 5 | 2 | 3 | -0.6 | i | 4
CC1(CC(=O)Nc2ccccc2)NC(=S)N(c2ccccc2)N1 (centres undefined) | 10 | 9 | 0 | x | 4 | 6 | 3 | -2.5 | i | 0
COc1ccc(NC(=O)Cc2ccc(C)c(C)c2)cc1Cl | -12 | 4 | 1 | -1.8 | 6 | 0 | 2 | -1.4 | -0.4 | -3
O=S(=O)(c1cccnc1)N1CCCC(Nc2ccc(F)c(F)c2)C1 (centres undefined) | 4 | x | x | x | x | 1 | 4 | 5.8 | -5.9 | x
O=C(c1ccc(Cl)cc1)c1ccc(OCC(O)CN2CCOCC2)cc1 (centres undefined) | -2 | -12 | -2 | -5.0 | 0 | 1 | -6 | -2.0 | -0.6 | -5
C/C(=N/NC(=O)c1cccc(Br)c1)C1CC2CCC1C2 (centres undefined) | -4 | 19 | -2 | -4.3 | -2 | 6 | 14 | -4.7 | i | x
CCN1C(=O)CSc2ccc(C(=O)NCc3ccccc3)cc21 | 2 | 12 | -4 | -2.2 | -6 | 3 | -2 | -0.5 | 0.5 | -1
CN(CC(=O)Nc1cccc(F)c1)C(=O)c1ccc(-c2ccc(Cl)cc2)o1 | 1 | 5 | 2 | 1.2 | -21 | 2 | 1 | 8.3 | i | -2
COc1ccc(NC(=O)c2ccccc2-c2ccccc2)c(C)c1 | -1 | 12 | 1 | 1.1 | -4 | -11 | -5 | 0.8 | -0.6 | -6
COC(=O)c1cccnc1-n1c(=O)c2cccnc2n(Cc2ccc(Cl)cc2)c1=O | 0 | -6 | -9 | 2.9 | 3 | -1 | -14 | -0.9 | -27 | 10
CCN(CC)C(=S)NC(=O)c1cccnc1 | -11 | 28 | 1 | 0.3 | 3 | 2 | 0 | x | -0.5 | -13
C=CCNc1nc(C(=O)OCC(=O)c2ccc(Cl)cc2)cs1 | 1 | x | x | 1.9 | -2 | 0 | -18 | 0.6 | 3.2 | -17
CCn1c(CSc2nc3ccccc3s2)nnc1SCC(N)=O | 3 | 7 | -2 | -1.3 | 7 | 1 | 3 | 3.3 | -1.4 | -6
COc1ccc(NC(=O)CSc2cn[nH]n2)c(OC)c1 | 1 | 29 | -1 | -1.2 | 0 | -2 | 1 | -0.9 | -0.5 | 18
CN(Cc1ccccc1)C(=O)COC(=O)c1cc2ccccc2oc1=O | -3 | x | x | -0.4 | -7 | 13 | 7 | 0.8 | -1.2 | -5
COc1ccc(C2CC(c3ccc(Cl)cc3Cl)Nc3nc(N)nn32)cc1 (centres undefined) | 12 | 11 | -3 | -0.5 | -11 | 2 | 4 | 1.7 | -0.2 | 3
O=C(Cc1cccs1)Nc1ccc(S(=O)(=O)N2CCCCC2)cc1 | 11 | 6 | 1 | -2.7 | -4 | -4 | -8 | 0.8 | i | -10
Cc1ccc(CNC(=O)C2CC(c3ccccc3C(F)(F)F)=NO2)cc1 (centres undefined) | 2 | -12 | x | -0.7 | -7 | 2 | 4 | 0.5 | i | -7
CC1CC(C)(C)NC(=S)N1CC(=O)NCc1ccc(Cl)cc1 (centres undefined) | 1 | -4 | 2 | -0.9 | 1 | 7 | 6 | x | 0.2 | 6
O=C(Nc1cccc(OCC(=O)N2CCOCC2)c1)c1cccc(Cl)c1 | -8 | 44 | 1 | -0.5 | 12 | 2 | -10 | 0.8 | i | -7
c1ccc(CN2CCN(CCCNc3ccc4nnc(-c5ccccc5)n4n3)CC2)cc1 | 21 | 43 | -1 | -0.6 | 1 | 0 | 2 | 2.3 | -0.2 | 6
CC(=O)c1ccc(NC(=O)/C=C/c2ccc(C)cc2)cc1 | -13 | -5 | 8 | 1.5 | 1 | -1 | 25 | x | i | -6
COc1ccc(CCNC(=O)C(=O)NCc2ccccn2)cc1 | 11 | 22 | -1 | 0.0 | -8 | 0 | 4 | -1.6 | i | -9
Cc1ccc(Cn2c(SCC(C)C)nc3c2c(=O)[nH]c(=O)n3C)cc1 | -23 | 40 | 7 | 1.0 | 5 | 0 | 3 | -0.3 | 25* | -12
Cc1c(C(=O)NCC(c2ccco2)N2CCCC2)sc2ccccc12 (centres undefined) | 3 | x | x | 1.4 | 7 | -3 | 19 | 1.7 | i | -4
CCOC(=O)c1ccc(N2C(=O)C3CCOc4ccccc4C32)cc1 (centres undefined) | -8 | x | x | 0.6 | -2 | 4 | 16 | -0.7 | -4.5 | -16
CCOc1ccc(Nc2cc(C)nc3ccc(C)cc23)cc1 | 21 | x | x | -0.2 | 0 | 1 | 9 | x | -0.3 | 4
CC(=O)Nc1ccc(OCCOc2ccc([N+](=O)[O-])cc2)cc1 | -21 | 27 | -3 | -1.5 | -4 | 2 | 12 | 0.3 | -0.6 | -12
